influenza NS1A – H1N1 influenza NS1A inhibitors, functional cell based assay (AID 504329). NS1A functional cell-based assay, percent inhibition; higher % means a stronger effect. inhibition, % at 12.5 µM; hits with a dose series show IC50 in µM. 340,000 compounds, 0.3% hits; in the data active = a potency from the dose series; inconclusive = inhibition above about 27% without an active follow-up result; also: strong numbers were not always called active
VEEV TC-83 Vero – inhibitors of VEEV TC-83 cytopathic effect, confirmation, Vero cells (AID 588727); Vero cells, VEEV TC-83 cytopathic effect inhibition; higher % means a stronger effect; one-dose inhibition, % at 20 µM; IC50 in µM for titrated hits; 350,000 compounds, 0.13% hits; in the data active = a potency from the dose series; inconclusive = inhibition mostly from about 14% at the one dose, without a potency; inactive = the rest, 99 in 100 with inhibition below about 12%; also: strong numbers were not always called active
M. tuberculosis HTS – M. tuberculosis growth inhibition, HTS (AID 449762); 330,000 compounds, 0.59% hits; M. tuberculosis H37Rv growth inhibition, 7H9 media; higher % means a stronger effect; inhibition, % at 25 µM, or IC50 in µM where a hit was titrated; in the data active = a potency from the dose series; inconclusive = inhibition above about 70% without an active follow-up result;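 also: bacterial growth assessed after seven days of incubation; strong numbers were not always called active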
tuberculosis growth – growth inhibition of non-replicating M. tuberculosis (AID 488890); Mycobacterium tuberculosis non-replicating, growth inhibition; higher % means a stronger effect; one-dose inhibition, % at 25 µM; IC50 in µM for titrated hits; 320,000 compounds, 0.39% hits; in the data active = a potency from the dose series; inconclusive = inhibition mostly from about 82% at the one dose, without a potency; inactive = the rest, 99 in 100 with inhibition below about 76%;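 also: plate controls were DMSO cells for no effect and high antibiotic wells for full effect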
PhoP GFP inhibition – PhoP regulon inhibitors, Salmonella typhi PhoP promoter GFP reporter, confirmatory (AID 1850); 310,000 compounds, 0.33% hits; inhibition, % at 50 µM; hits with a dose series show IC50 in µM; Salmonella Typhi PhoP-promoter GFP reporter, fluorescence, 4 h; higher % means a stronger effect; in the data active = a potency from the dose series; inconclusive = inhibition mostly from about 25% at the one dose, without a potency; inactive = the rest, 99 in 100 with inhibition below about 19%;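 also: 0% = induced wells with vehicle and 100% = uninduced wells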
VEEV TC-83 Vero 10K pilot screen – further read-out of VEEV TC-83 Vero, marked with its call; inhibition, %; measured here: 10K pilot screen inhibition
Active calls of the source: *; i = inactive; ? = inconclusive; / = not tested or not shown.

SMILES | influenza NS1A | VEEV TC-83 Vero | M. tuberculosis HTS | tuberculosis growth | PhoP GFP inhibition | others
O=C(CSc1nc2ccccc2[nH]1)NCc1ccc(F)cc1 | 5% | 0.4% | 5% | 49% | 3%
C=CCN(c1ccccc1)S(=O)(=O)c1cccc(C(=O)N2CC(C)CC(C)C2)c1 (stereo not given) | -1% | 10% | -7% | 10% | -3%
S=c1[nH]c2ncccc2o1 | 4% | i | -10% | -2% | -13%
CC(C)(C)[C@@H]1COC(=O)[C@H](Cc2ccc(F)cc2)C/C=C\C[C@H](CC(=O)N(CCO)Cc2ccccc2)C(=O)N1 | -4% | 3.6% | -5% | 50% | /
CN1CCN(c2nc(-c3cc4ccccc4o3)cs2)CC1 | -14% | 1.8% | 2% | 11% | -8%
CCCCCOc1ccc(NC(=O)C(=O)NCCC2=CCCCC2)cc1 | 2% | 13% | 1% | 40% | -21%
CN(CC(=O)Nc1cc(Cl)cc(Cl)c1)Cc1cccs1 | -6% | 3.8% | -6% | 33% | 4%
CSc1nnc2c(n1)[nH]c1c(C)cccc12 | -5% | 4.8% | -3% | -20% | -6%
O=C(CNC1CCCCCC1)Nc1ccc(N2CCCC2)cc1 | / | / | 8% | 32% | -2%
CC(C)c1ccc(OCc2nnc(SCC(=O)N3CCCCC3)o2)cc1 | -3% | 0.6% | 4% | ? | -2%
CCOc1ccccc1OCCC(=O)Nc1ccc2c(c1)OCO2 | 3% | 0.0% | 2% | 19% | /
CCOC(=O)N1CCC(=NNc2ncc(C(F)(F)F)cc2Cl)CC1 | 0% | 0.9% | 7% | -6% | 7%
O=c1[nH]c([N+](=O)[O-])nn1C(c1ccccc1)c1ccccc1 | -2% | 0.8% | -2% | 13% | 4%
C[C@H](NC(=O)OC(C)(C)C)C(=O)N/N=C/C1=Cc2ccccc2OC1 | -9% | i | 3% | 6% | 11%
CC1CC(C)CN(C(=O)C2CCC(CNS(=O)(=O)c3ccccc3)CC2)C1 (stereo not given) | -6% | i | 5% | 5% | 1%
COCCNC(=O)C(c1ccc(O)cc1)N(Cc1ccccc1)C(=O)CCC(=O)Nc1nccs1 (stereo not given) | 11% | i | 10% | -7% | 9%
NC1=NS(=O)(=O)NC1c1ccc(Br)cc1 (stereo not given) | -7% | 1.5% | 2% | -10% | 17%
C[C@@H]1CCC(=O)N(CC[C@H](Sc2ccc(Br)cc2)c2ccccc2)CC1 | -2% | 1.3% | 4% | 19% | / | VEEV TC-83 Vero 10K pilot screen=1.8
CCn1cc(C2=NC(C(C)C)CO2)c2ccccc21 (stereo not given) | 24% | 0.2% | 0% | 6% | -1%
Cc1ccc(N(C(C)C(=O)N2CCN(Cc3ccccc3)CC2)S(C)(=O)=O)cc1 (stereo not given) | 18% | 0.1% | -3% | -1% | -6%
O=[N+]([O-])c1ccc(N/N=C\c2cccn2-c2ccccc2)nc1 | -15% | 11% | ? | 41% | -1%
CC1(S(=O)(=O)O)CC(=O)c2ccccc2C1=O (stereo not given) | 1% | 12% | 66% | ? | 6%
COc1ccc(OC)c(CN2CCN(C(=O)CNC(=O)c3cc(C)cc(C)c3)CC2)c1 | 4% | 6.8% | 2% | 0% | /
COc1ccc(CCNC(=O)c2ccc(N(C)S(=O)(=O)c3ccc(C)cc3)cc2)cc1OC | -7% | 7.8% | 1% | 29% | 0%
Cc1nc(C)c(C(=O)OC(C)C(=O)Nc2ccc(F)cc2)s1 (stereo not given) | -5% | 0.9% | -8% | 6% | /
c1coc(-c2ccnc(-c3ccncc3)n2)c1 | -1% | 0.3% | -2% | 3% | 4%
Cc1onc(-c2c(Cl)cccc2Cl)c1C(=O)NNC(=O)c1c(-c2c(Cl)cccc2Cl)noc1C | -19% | i | 3% | 5% | -17%
CC(C)CCn1c(N)c(C(=O)NCc2cccs2)c2nc3ccccc3nc21 | -4% | i | 6% | 7% | 1%
Cc1ccc(OCCC(=O)OCC(=O)Nc2ccc3c(c2)OCO3)cc1 | -9% | 3.5% | 5% | 48% | -1%
CCCc1cc(C(=O)N2CCCC(CO)(CCCc3ccccc3)C2)n(C)n1 (stereo not given) | -9% | 6.1% | 4% | 15% | -6%
CC(=O)NNC(=O)c1ccncc1 | -14% | 2.4% | -2% | -9% | -8%
COc1ccc(/C=C/C(=O)Nc2cccc(S(=O)(=O)NC3=NCCCCC3)c2)c(OC)c1 | -7% | 11% | 6% | / | /
CC1(c2ccc(OC(F)F)cc2)NC(=O)N(CC(=O)N2CCN(C(=O)c3ccco3)CC2)C1=O (stereo not given) | -4% | 0.1% | -5% | 15% | /
CCCC(C(=O)NCc1ccc(OC)cc1)N(Cc1ccco1)C(=O)c1snc(C(N)=O)c1N (stereo not given) | 1% | 4.7% | -5% | 28% | -10%
Cc1ccc(NC(=O)C2CCCN2C(=O)OCc2ccccc2)cc1F (stereo not given) | -2% | 0.1% | 14% | 22% | 0%
COCCN(CCOC)S(=O)(=O)c1ccc(C(=O)NCCCN2CCOCC2)cc1 | -21% | 0.5% | -2% | 1% | -5%
Cc1cccc(NC(=O)c2nc[nH]c2C(=O)NCC(=O)OC(C)(C)C)c1 | -11% | 9.4% | ? | 32% | -1%
COc1ccc(C(C)NC(=S)NC2CCCCC2)cc1OC (stereo not given) | -7% | 1.1% | -9% | 24% | -7%
CCOc1ccccc1/C=N\Nc1cnn(Cc2ccccc2)c(=O)c1Cl | -4% | 6.8% | 47% | 12% | 8%
COc1ccc(C(=O)COC(=O)CCCC(=O)NC2CCCCC2)cc1 | -8% | 0.2% | -3% | -17% | -7%
Cc1ccsc1/C=N/NC(=S)NCc1ccccc1 | 3% | 1.9% | -6% | -6% | -10%
O=C(CSc1ccc(Cl)cc1)NC(=O)NC1CCCC1 | -9% | 5.4% | / | / | /
COc1cccc(NS(=O)(=O)c2ccc3c(c2)N(C(C)=O)CCS3)c1 | 6% | i | -6% | -8% | 4%
CCN(c1ccccc1)S(=O)(=O)c1ccc(Cl)c(NC(=O)c2ccc(=O)[nH]n2)c1 | 0% | 0.2% | -5% | -18% | /
COc1ccc(CC(C)NCCc2ccc(OC)c(OC)c2)cc1 (stereo not given) | -4% | 1.4% | 0% | 3% | -7%
CCC(C)[C@@H](CN(N=O)[C@@H](Cc1ccccc1)CN(C)N=O)N(CCc1ccccc1)N=O (stereo not given in full) | -3% | 4.4% | -5% | 24% | -5%
OCCN(CCO)Cc1csc2ccccc12 | 25% | i | -1% | -1% | -3%
Cn1c(=O)c2c(nc(CN3CCC(C(N)=O)CC3)n2Cc2c(Cl)cccc2Cl)n(C)c1=O | 4% | 1.7% | -8% | -1% | 0%
CN(C)c1ccc(/C=N\Nc2nc(-c3ccccc3)cc(=O)[nH]2)cc1 | -1% | 1.5% | -4% | -14% | -3%
Cc1cccc(C)c1NC(=O)CN(C)CC(=O)Nc1cc(Cl)ccc1C#N | 1% | i | 4% | 2% | -8% | VEEV TC-83 Vero 10K pilot screen=0.0
NC(=O)c1ccsc1NC(=O)COC(=O)c1ccccc1F | -6% | 2.4% | 3% | -8% | /
NC(=O)c1ccc(N=Cc2c(O)n(Cc3ccco3)c(=O)[nH]c2=O)cc1 | 8% | i | -14% | -3% | -13%
CC1CCN(S(=O)(=O)c2cc3c4c(c2)C(C)C(=O)N4CCC3)CC1 (stereo not given) | 9% | 1.9% | -4% | 22% | 8%
CC1CCN(S(=O)(=O)c2cnc(Cl)c(Br)c2)CC1 | -7% | 0.7% | 14% | 15% | -9%
CCOC(=O)N1CCN(C(=O)CCc2cc(OC)c(OC)c(OC)c2)CC1 | 20% | 1.7% | 0% | -8% | -8%
Cn1c2ccccc2c2cnn(CC(=O)Nc3cccc(F)c3)c(=O)c21 | 1% | 0.5% | -13% | -1% | 5%
CC(Cc1ccccc1)NC(=O)CN1CCCC1=O (stereo not given) | -10% | 0.6% | 3% | 8% | -7% | VEEV TC-83 Vero 10K pilot screen=0.0
Cc1cc(C)cc(Nc2ccc(C(=O)O)cc2N)c1 | -7% | i | -8% | 20% | -8%
O=C(NC1=NCCS1)c1cc(-c2ccc(-c3ccccc3)cc2)nc2ccccc12 | 1% | 6.4% | 6% | 28% | -4%
O=C(Nc1nc2ccccc2s1)C1=NN(c2ccccc2)C(=O)CC1 | 4% | 2.9% | 6% | 6% | -6%

4 compounds picked at random from those above, as already listed:
SMILES | influenza NS1A | VEEV TC-83 Vero | M. tuberculosis HTS | tuberculosis growth | PhoP GFP inhibition | others
COc1ccc(CC(C)NCCc2ccc(OC)c(OC)c2)cc1 (stereo not given) | -4% | 1.4% | 0% | 3% | -7%
Cn1c(=O)c2c(nc(CN3CCC(C(N)=O)CC3)n2Cc2c(Cl)cccc2Cl)n(C)c1=O | 4% | 1.7% | -8% | -1% | 0%
O=C(NC1=NCCS1)c1cc(-c2ccc(-c3ccccc3)cc2)nc2ccccc12 | 1% | 6.4% | 6% | 28% | -4%
OCCN(CCO)Cc1csc2ccccc12 | 25% | i | -1% | -1% | -3%

Molecules above that contain a nitro group on carbon, in the order listed:
SMILES | influenza NS1A | VEEV TC-83 Vero | M. tuberculosis HTS | tuberculosis growth | PhoP GFP inhibition | others
O=c1[nH]c([N+](=O)[O-])nn1C(c1ccccc1)c1ccccc1 | -2% | 0.8% | -2% | 13% | 4%
O=[N+]([O-])c1ccc(N/N=C\c2cccn2-c2ccccc2)nc1 | -15% | 11% | ? | 41% | -1%

(list continues)
SMILES | influenza NS1A | VEEV TC-83 Vero | M. tuberculosis HTS | tuberculosis growth | PhoP GFP inhibition | others
COc1ccc(NC(=O)COC(=O)c2ccc(NS(=O)(=O)/C=C/c3ccccc3)cc2)cc1 | -2% | 4.4% | 4% | 3% | -5%
Cc1cccc(NC(=O)c2cc(NC(=O)c3ccco3)ccc2N2CCCCC2)c1 | -6% | i | -4% | -11% | -2%
COc1ccc(C(CC(=O)c2ccccc2)C2CCCCC2=O)cc1 (stereo not given) | 2% | 0.4% | 21% | 2% | 7%
C/C(N)=C(/C#N)C(=O)COC(=O)c1ccc(C)c(S(=O)(=O)N2CCCCC2)c1 | -3% | 2.5% | -3% | -8% | 4%
Cc1cccc(NC(=O)Nc2ccccc2[N+](=O)[O-])n1 | 4% | 0.7% | -7% | -4% | -3%
CC1(C)CC(NC(=O)C(=O)NCCc2ccc(Cl)cc2)CC(C)(C)N1 | -13% | 0.6% | 5% | 0% | -10%
CC(C)CC(=O)Nc1nnc(SCC(=O)NC2CCCCC2)s1 | -6% | 2.4% | -2% | -3% | -2%
C=CCSc1nc(C)cc2c1C(=O)OC2 | -5% | i | 10% | -7% | -12%
O=C(c1cccnc1)N1CCN(S(=O)(=O)c2cccc(Cl)c2)CC1 | -15% | 1.5% | 0% | -2% | -9%
Cc1cccc(NC(=O)c2ccc(C)c(S(=O)(=O)N3CCOCC3)c2)n1 | -3% | 9.7% | / | / | /
CC(=O)NCc1nnc2c3ccccc3c(-c3ccccc3)nn12 | 1% | i | -1% | -7% | -4%
OCCCn1c(C2CCCN2c2nc(-c3ccc(Cl)cc3)cs2)nc2cc(Cl)c(Cl)cc21 (stereo not given) | 18% | 1.2% | 24% | 46% | 11%
CC(C)c1ccc(NC2CCCN(C(=O)c3cccs3)C2)cc1 (stereo not given) | 10% | 4.8% | 11% | 21% | -3%
CCCC#CCN1CCN(C23CC4CC(CC(C4)C2)C3)CC1 | -6% | 0.4% | 7% | -10% | 3%
Nc1ccc(S(=O)(=O)Nc2ccc(Cl)nn2)cc1 | -3% | 3.0% | -1% | 65% | 29%
Cc1ccc(-n2c(SCC(N)=O)nc(O)cc2=O)cc1 | -3% | 0.4% | 2% | 9% | -2%
CCOC(=O)Cc1nnc(NC(=O)CSc2nc3ccccc3[nH]2)s1 | 7% | i | 5% | 6% | 10%
COc1ccccc1CNC(=O)CCN1C(=O)COc2ccc(C)cc21 | 2% | 3.1% | 4% | 7% | 0%
COc1cccc(NC(=O)C(=O)NCCC2CCCCN2S(=O)(=O)c2cccs2)c1 (stereo not given) | 1% | 9.6% | 6% | 18% | -2%
Cc1ccc(-c2noc(CCC(=O)NC3CCCc4ccccc43)n2)cc1 (stereo not given) | -2% | i | -3% | 2% | -5%
COc1cccc(/C=C/C(=C2\C(=O)N(c3ccccc3)N=C2C)c2ccc(Br)cc2)c1OC | 5% | i | / | / | /
CC(C)Oc1nnnn1-c1ccccc1 | -2% | 0.4% | 1% | 3% | -1%
Cc1ccc(C(C)C)c(OCCCN(C)Cc2ccccc2)c1 | 4% | i | 3% | 8% | -2%
